TDP-43 yeast inh: inhibitors of TDP-43 toxicity in yeast; TDP-43 expressing yeast growth rescue, BacTiter-Glo, 24 h; Potency, µM (titrated, usually from 46.1 µM), for the others: at the top dose growth rescue (activation), hits mostly activators; 1.8% of 410,000 active; AID 652104; further: potency means the concentration at half of the fitted maximal effect; % of control where 0% means no effect; nearly all actives have a fitted effect of over 50% in size
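Galactose-induced TDP-43 yeast, OD600=0.02, compound pinned; 24 hr, 30 deg C; BacTiter-Glo luminescence for growth. Inhibitors of TDP-43 toxicity read as activators.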
Abeta yeast res: compounds reversing amyloid beta toxicity in yeast | Potency, µM (highest dose often 46.1 µM), for the others: top-dose growth rescue, actives largely listed as activators | yeast expressing A-beta42, growth rescue, OD600, 48 h; response scale: 0% DMSO, 100% iron-clioquinol control | 0.063% of 410,000 active; further: potency means the concentration at half of the fitted maximal effect; nearly all actives have a fitted effect of over 55% in size
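Yeast A-beta toxicity model in growth medium with pinned compounds, 48 h at 30 C; growth read as absorbance at 600 nm. Normalized to FeCl3/clioquinol equimolar mix (positive) and DMSO (negative).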
EPAC2 antagonist: blocks human EPAC2 exchange factor. AID 720708. Q8WZA2. 0.18% of 360,000 active. EPAC2 GEF exchange of Rap1B-BODIPY-GDP, fluorescence. Potency, µM (doses to about 114 µM), without a hit: top-dose activity, negative = inhibition, usual class: inhibitors; further: potency means the concentration at half of the fitted maximal effect; on the % scale 0 is the no-effect control and ±100 the full control effect; nearly all actives have a fitted effect of over 45% in size; many of its hits are not listed in these tables
EPAC2 ag: agonists of human EPAC2 (RAPGEF4). EPAC2 activation, biochemical qHTS; response scale: 100% = 6.5 mM cAMP response. 0.079% of 360,000 active. Potency, µM (highest dose often 154 µM), inactives show at the highest dose activation, actives largely listed as activators. AID 720711. Q8WZA2; further: potency means the concentration at half of the fitted maximal effect; nearly all actives have a fitted effect of over 50% in size
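Compounds were added across a concentration range to EPAC2 (100 nM), RAP1B-BODIPY-GDP (250 nM) and GDP (50 uM). After 5 min at room temperature, fluorescence was recorded at 5-min intervals for 30 min.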
D3 antag: antagonists of human D3 dopamine receptor; P35462; D3R cells, DiscoveRx beta-arrestin luminescence, antagonist mode; active compounds read low; max response, negative = inhibition, %; 2.5% of 360,000 active; AID 652054; in the data active means max response below about -50%; inconclusive means no clear call, values can overlap the other calls; further: on the % scale 0 is the no-effect control and ±100 the full control effect; mostly tested at two doses, the higher about 12 µM
Target sequence (P35462 whole entry, looked up): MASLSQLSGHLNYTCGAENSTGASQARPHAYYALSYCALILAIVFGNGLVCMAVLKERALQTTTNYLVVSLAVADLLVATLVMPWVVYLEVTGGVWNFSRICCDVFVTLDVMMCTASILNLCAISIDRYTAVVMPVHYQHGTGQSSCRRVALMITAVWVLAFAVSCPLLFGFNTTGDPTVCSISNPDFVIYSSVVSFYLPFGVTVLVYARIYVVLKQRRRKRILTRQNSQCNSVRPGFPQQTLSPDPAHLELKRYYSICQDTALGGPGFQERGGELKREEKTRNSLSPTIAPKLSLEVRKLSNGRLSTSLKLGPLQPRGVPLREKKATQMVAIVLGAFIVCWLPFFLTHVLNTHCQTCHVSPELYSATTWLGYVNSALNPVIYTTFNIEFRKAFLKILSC
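Cells expressing the human receptor were seeded at 1500 cells/well, incubated overnight at 37 degrees C in 5% CO2, then exposed to library compounds with dopamine controls for 90 minutes at 37 degrees C before luminescent detection.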
DRD3 agonist: D3 dopamine receptor (human) agonism; D3R DiscoveRx beta-arrestin cells, luminescence, 90 min; P35462; 0.58% of 410,000 active; AID 652048; max activation, %; in the data active means max activation above about 30%; further: 0% is about no effect; mostly tested at two doses, the higher about 12 µM
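Agonist-mode cell screen: cells plated at 1500/well and incubated overnight at 37 °C, then exposed to library compounds for 90 min at 37 °C. Detection reagent was added for 30–60 min at room temperature, and luminescence was read.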
aSyn yeast inh: inhibitors of alpha-synuclein toxicity in yeast; Yeast expressing alpha-synuclein, growth rescue, BacTiter-Glo, 24 h; Potency, µM (doses to about 46.1 µM), inactives show at the highest dose growth rescue (activation), usual class: activators; 0.14% of 370,000 active; further: potency means the concentration at half of the fitted maximal effect; % of control where 0% means no effect; nearly all actives have a fitted effect of over 65% in size
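Readout is rescue of growth in alpha-synuclein-expressing yeast, so inhibitors of toxicity appear as activators. Growth after 24 hr at 30 deg C in galactose medium is quantified by luminescence.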
FUS suppressor: rescues growth of FUS-expressing yeast; S. cerevisiae FUS-expressing, growth rescue, OD600, 24 h; Potency, µM (series often up to 76.6 µM), for inactives: top-dose growth rescue (activation), usual class: activators; 0.24% of 390,000 active;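 further: potency means the concentration at half of the fitted maximal effect; plate controls were DMSO vehicle for no effect and reference control for full effect; nearly all actives have a fitted effect of over 55% in size; some results filed as inactive show a strong effect at the top dose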
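Yeast FUS proteinopathy model; galactose-induced FUS (2%), starting OD 0.005. Cpds in dilution series, 24hr, 30C, 99% humidity. Abs 600 nm growth. Pos ctrl CP55940 (top 92uM final); neg ctrl DMSO.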
* marks the source's active call; other numbers are inactive results; u = inconclusive; x = no result given; [ ] = dose if it differs, or a comment. Unless noted, the call rests on the fitted dose curve; in most records, active means well fitted curve in the direction sought with a large enough effect; inconclusive means small, poorly fitted or top-dose-only effect, or another doubt; inactive means no such curve, though single readings can be large; an effect the other way counts as inactive or inconclusive.

molecule	Abeta yeast res	D3 antag	FUS suppressor	EPAC2 ag	TDP-43 yeast inh	EPAC2 antagonist	DRD3 agonist	aSyn yeast inh
CCN(CC(=O)Nc1ccc2c(c1)CCC2)Cc1nc2ccccc2c(=O)[nH]1	19%	-1	18%	11%	13%	-6%	-6	6%
CCCCCCCCN1C(=O)[C@H](CC(=O)NCCCCc2ccccc2)C[C@@]2(C(=O)OCC)CCCC=C12	0%	17	43%	5%	4%	-15%	1	10%
CCOC(=O)[C@H]1[C@H]2COc3cc(OC)ccc3[C@@H]2N2C(=O)CN(Cc3ccco3)C(=O)[C@@]12C	-14%	4	22%	7%	-3%	-2%	0	1%
COCCCNC(=S)NNC(=O)c1cc(C2CC2)nc2ccccc12	17%	-22	13%	8%	17%	-3%	-3	-5%
c1ccc(CN2CCN(c3ncnc4nc[nH]c34)CC2)cc1	-16%	-17	-1%	11%	17%	1%	0	-2%
Cc1cccc(N2CCN(S(=O)(=O)c3ccc4c(c3)NC(=O)CS4)CC2)c1C	-14%	2	u	3%	u	-20%	7	1%
C/C=C(\C)CN1CCN(c2cc(C)ccc2C)CC1	0%	-86*	6%	11%	-26%	2%	-38	-3%
O=C(NCc1ccccc1)c1ccc2nc(-c3ccco3)c(-c3ccco3)nc2c1	-18%	0	43%	-2%	-14%	-1%	1	1%
Cn1c(SCC2CCCO2)nnc1-c1ccc([N+](=O)[O-])cc1 (stereo not given)	10%	8	12%	7%	8%	9%	-1	13%
O=C(COC(=O)/C=C/c1ccc(Cl)cc1)NCCc1ccccc1	-6%	8	-7%	4%	3%	2%	5	-1%
O=C(CCCn1c(=S)[nH]c2ccc(Br)cc2c1=O)N1CCN(c2ccccn2)CC1	12%	56	28%	13%	-27%	-2%	9	0%
O=C(COC(=O)Cn1nnc(-c2ccccc2)n1)Nc1cc(F)ccc1F	5%	7	x	-2%	28%	-3%	7	-12%
COc1ccc(C2(CNC(=O)/C=C\c3ccco3)CCCC2)cc1OC	13%	-23	35%	-5%	18%	-1%	10	0%
Cc1c(C(=O)N/N=C/c2ccncc2)no[n+]1[O-]	0%	8	-27%	3%	-2%	22%	5	-2%
Cc1c(Br)cc(C(=O)OC2CCN(C)CC2)c(C)c1C	18%	-88*	19%	3%	-15%	5%	-21	0%
Cc1ccc(CSc2ncnc3c2cnn3-c2ccc(C)cc2)cc1	6%	2	-17%	9%	5%	-16%	6	-9%
CCCN(CCC)S(=O)(=O)c1ccc(C)cc1	13%	14	-30%	3%	u	-9%	8	4%
CCCCNC(=O)NNC(=O)c1cc(C)on1	-9%	11	-38%	16%	-6%	-3%	-1	1%
CN(C)S(=O)(=O)c1ccc(NC(=O)Cc2ccc(S(=O)(=O)N3CCOCC3)s2)cc1	-2%	-4	u	9%	-22%[9.22 µM]	3%	2	-6%
CCn1c(O)c(N=NC(=O)CNc2cccc(C)c2)c2ccccc21	8%	11	27%	9%	19%	-4%	-1	5%
CC(C)(C)NC(=O)CN(C(=O)c1csnn1)c1cccc2c1CCCC2	12%	17	11%	6%	-5%[0.397 µM]	-7%	14	4%
C[C@@H]1CN([C@H](C)CO)C(=O)CCCn2nncc2CO[C@H]1CN(C)Cc1ccncc1	-5%	0	1%	-3%	15%	3%	5	-8%
COc1cc2c(cc1N)-c1ccc(N)cc1C2=O	0%	-28	0%	2%	0%	-10%	5	-2%
CCOc1ccc(/C=C(/C#N)c2nnc(N3CCOCC3)n2-c2ccccc2)cc1OC	-15%	-1	13%	0%	-16%	0%	0	-10%
CCN(CC(=O)Nc1cccc(OC)c1)C(=O)c1cccc(S(=O)(=O)N2CCc3ccccc32)c1	17%	-23	x	10%	29%	-4%	-8	7%

Quoted at random: 2 records from the list
molecule	Abeta yeast res	D3 antag	FUS suppressor	EPAC2 ag	TDP-43 yeast inh	EPAC2 antagonist	DRD3 agonist	aSyn yeast inh
Cn1c(SCC2CCCO2)nnc1-c1ccc([N+](=O)[O-])cc1 (stereo not given)	10%	8	12%	7%	8%	9%	-1	13%
CCN(CC(=O)Nc1ccc2c(c1)CCC2)Cc1nc2ccccc2c(=O)[nH]1	19%	-1	18%	11%	13%	-6%	-6	6%

(listing goes on)
molecule	Abeta yeast res	D3 antag	FUS suppressor	EPAC2 ag	TDP-43 yeast inh	EPAC2 antagonist	DRD3 agonist	aSyn yeast inh
O=C(NCC1CC1)C1(C(F)(F)F)C/C(=C\Cc2ccccc2)CCCO1 (stereo not given)	9%	18	-16%	7%	6%	-5%	2	5%
CCOc1cccc2sc(N(CCN(CC)CC)C(=O)c3ccc(S(=O)(=O)N4CCCC4)cc3)nc12	6%	-12	25%	2%	8%	6%	-9	5%
Nc1c(NCCc2ccccc2)c2ccccc2oc1=O	u	-2	27%	-2%	u	2%	4	-7%
COc1cccc(-c2cc(NC=O)c3ncc(-c4cc(OC)c(OC)c(OC)c4)n3c2)c1	-16%	1	u	13%	19%	-11%	3	-2%
CN(C(=O)COC(=O)c1cc(Br)c(Br)s1)C1CCS(=O)(=O)C1 (stereo not given)	16%	-4	-8%	-10%	5%	-5%	-3	7%
O=C(c1cccnc1)n1nc(NCc2ccccc2)nc1NCc1ccccc1	11%	-9	29%	9%	u	1%	11	10%
CC(C)n1c(NCc2ccccc2O)nc2ccccc21	-4%	-1	-6%	5%	-16%[1.82 µM]	-8%	-9	-5%
O=S(=O)(NCCc1ccccc1)c1ccc(S(=O)(=O)N2CCCCC2)cc1	8%	10	1%	-5%	-14%	11%	15	-4%
O=C(/C=C/c1cn(-c2ccccc2)nc1-c1ccc2c(c1)OCCO2)NCCO	-4%	1	6%	-2%	-20%	-5%	11	2%
Cc1cccc(S(=O)(=O)N/N=c2\sc3ccccc3n2C)c1	-1%	-5	-16%	3%	-10%	4%	-12	-3%
O=C(CCn1c(=O)oc2ccccc21)Nc1nc2ccccc2s1	5%	16	15%	6%	28µM*	-16%	-5	6%
CCc1ccccc1NC(=O)C1CCN(C(=O)c2ccc([N+](=O)[O-])cc2)CC1	-2%	5	1%	5%	-9%[0.397 µM]	-7%	-4	7%
COc1ccc(OC)c(S(=O)(=O)N/N=C(/C)c2ccc3c(c2)OCO3)c1	25%	-7	8%	3%	-11%	-3%	10	2%
CC(C)C(=O)NCC(c1ccc2c(c1)OCO2)N1CCOCC1 (stereo not given)	x	9	-25%	0%	15%	-6%	4	3%
O=c1cc(CSc2ccccn2)[nH]c(=O)[nH]1	13%	17	-21%	6%	8%	6%	8	9%
CN(Cc1ccccc1F)C(=O)c1cccc(NC(=O)CC2SC(N3CCCCC3)=NC2=O)c1 (stereo not given)	1%	2	u	0%	-11%	-15%	2	0%
Cc1ccc(-c2cc(C(F)F)n3ncc(C(=O)Nc4c(C)nn(Cc5ccccc5Cl)c4C)c3n2)cc1	-7%	16	-11%	1%	7%	-3%	5	5%
COc1ccc(COC(=O)NNC(=O)c2ccc(OC)cc2)cc1	u	u	3%	1%	-14%	2%	-12	-4%
Cc1c(C2=CCN(S(=O)(=O)c3ccc(Cl)cc3)CC2)c2ccccc2n1C	12%	-14	9%	0%	6%	-1%	1	14%
COC(=O)c1c(NC(C)=O)sc2c1CCN(Cc1ccccc1)C2	-20%	7	1%	-5%	-6%	-13%	9	1%
Cc1nc2ccc(S(=O)(=O)NCC(=O)N3CCCC(C)C3)cc2s1 (stereo not given)	-18%	-5	1%	1%	10%	-2%	2	0%
CC(NC(=O)c1ccco1)C(=O)OCc1cccc(Cl)c1 (stereo not given)	9%	-9	2%	13%	22%	4%	-2	16%
Cc1ccc(S(=O)(=O)N2CCCCC2)cc1NC(=O)COC(=O)C1=COCCO1	-6%	-7	4%	5%	-16%	13%	-23	0%
Cc1ccc(C)c(N(CC(=O)NC2CCCC2)C(=O)CCC(=O)Nc2cc(C)on2)c1	-5%	5	-2%	10%	-5%	-8%	4	1%
CN(C)S(=O)(=O)c1ccc(N2CCCC2)c(C(=O)NCC(=O)Nc2ccc(F)c(F)c2)c1	-7%	44	x	4%	-19%	5%	-1	-2%
O=C(Nc1ccccc1N1CCCC1)c1ccc2c(c1)OCO2	-5%	24	7%	6%	u	-3%	0	0%
CN(c1ccc(C(=O)Nc2cccnc2)cc1)S(=O)(=O)c1ccccc1	-13%	-2	16%	14%	-13%	-6%	-1	-2%
Cc1ccc(CSC2=Nc3ccccc3C3=NC(CCC(=O)NC4CCCCC4)C(=O)N23)cc1 (stereo not given)	-6%	x	26%	x	8%	x	-8	x
O=C(NCCc1ccccc1)c1ccc(NC2=NC3CS(=O)(=O)CC3S2)cc1 (stereo not given)	-13%	-18	-15%	18%	8%	18%	0	-4%
O=C(Cc1ccccc1)NCC(=O)OCC(=O)c1ccc([N+](=O)[O-])cc1	16%	-9	x	-4%	29%	-2%	-2	11%
O=C(COc1ccccc1)Nc1ccc(C(=O)OCc2cc(=O)n3nc(C4CC4)sc3n2)cc1	-16%	x	3%	x	7%	x	7	x
COc1ccc2c(CC(=O)OCC(=O)Nc3ccccc3[N+](=O)[O-])coc2c1	4%	-15	9%	12%	11%	18%	-1	-2%
Cc1c(C(=O)Nc2nnc(SCc3ccccc3Cl)s2)cccc1[N+](=O)[O-]	-14%	22	x	3%	-2%	4%	6	0%
CCCN(CC1CC1)C(=O)COC(=O)c1ccc2c(c1)C(=O)N(c1ccc(OCC)cc1)C2=O	18%	6	16%	-6%	-26%[0.397 µM]	-9%	12	-1%

Not all compounds are listed; the hit share may differ from the screen's.
